TAAR1 ag: human TAAR1 agonism; Q96RJ0; CHO RD-HGA16 TAAR1, Fluo-8 calcium fluorescence; vehicle wells 0%, saturating PEA agonist 100%; activation, % at 3 µM; hit rate 0.99% among 360,000; AID 624467;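 active = activation above the mean activation of all test compounds in the run plus 3 SD, cut at about 38% in these data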
Target sequence (Q96RJ0 whole entry, looked up): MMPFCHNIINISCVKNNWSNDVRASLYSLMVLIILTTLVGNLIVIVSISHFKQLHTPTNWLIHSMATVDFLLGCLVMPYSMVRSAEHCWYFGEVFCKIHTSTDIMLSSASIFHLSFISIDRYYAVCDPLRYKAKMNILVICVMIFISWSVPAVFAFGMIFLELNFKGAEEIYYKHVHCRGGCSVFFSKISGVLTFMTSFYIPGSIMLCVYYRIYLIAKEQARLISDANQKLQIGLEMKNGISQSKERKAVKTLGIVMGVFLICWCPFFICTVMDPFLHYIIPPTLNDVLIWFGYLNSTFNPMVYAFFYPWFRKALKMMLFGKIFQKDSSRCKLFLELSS
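Signal – calcium-sensitive Fluo-8 signal, excitation 470-495, emission 515-575 nm · System – RD-HGA16 (CHO) cells co-expressing Gα16 and hTAAR1 · Incubation – 17-24 h seeding, 75 min 37 °C dye, 30 min RT · Compound dosing – 3 µM single concentration · Repeats – no replicates (n 1)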
CHO-K1 Ca antag: counter-screen for M1 antagonists: effect in parental CHO-K1 cells. AID 602250. ATP-induced calcium, Fluo-8 fluorescence. inhibition, % at 3 µM. hit rate 0.6% among 360,000;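 active = inhibition above a per-plate cutoff, the plate's mean sample inhibition plus 3 SD, cut at about 24% in these data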;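 also: 0% = DMSO plus EC80 ATP and 100% = DMSO alone without ATP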
V1aR counter: V1a receptor agonism, counter-screen for OXTR agonists; AID 2797; hit rate 0.25% among 320,000; P37288; activation, % at 3 µM; CHO-V1R cells, Fluo-8 calcium fluorescence, agonist mode; 0% DMSO, 100% 3 nM vasopressin;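 active = activation above the mean activation of all tested compounds plus 3 SD, per screening run, cut at about 20% in these data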;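 also: signal is peak over basal fluorescence ratio across a 100 second FLIPR read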
TAAR1 antag: human TAAR1 antagonism; CHO RD-HGA16 TAAR1, Fluo-8 calcium fluorescence, antagonist; inhibition, % at 3 µM; hit rate 1.5% among 360,000;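 active = inhibition above a per-plate cutoff, the mean inhibition of test compounds on that plate plus 3 SD, cut at about 49% in these data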;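 also: 0% = DMSO plus EC80 beta-PEA response and 100% = DMSO alone without agonist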
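Test system: CHO RD-HGA16 cells bearing hTAAR1 | Reagent: β-PEA, EC80 | Compound dosing: 3 µM, single point | Schedule: Dye loading 75 min at 37 °C, then 30 min room temperature | Signal: Calcium fluorescence with Fluo-8 | Evaluation: Percent inhibition of PEA-evoked calcium signal, max/basal emission ratio | Control set: DMSO-only wells and EC80 β-PEA-stimulated wells | Repeats: Singlicate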
CHRM1 agonist: activates human CHRM1 receptor | P11229 | CHO-K1 hM1, Fluo-8 calcium fluorescence, agonist mode; 0% DMSO, 100% acetylcholine EC100 | activation, % at 3 µM | hit rate 0.33% among 360,000;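 active = activation above the run's mean compound activation plus 3 SD, cut at about 16% in these data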;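 also: peak over basal fluorescence ratio within a 140 s kinetic read after compound addition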
Target sequence (P11229 whole entry, looked up): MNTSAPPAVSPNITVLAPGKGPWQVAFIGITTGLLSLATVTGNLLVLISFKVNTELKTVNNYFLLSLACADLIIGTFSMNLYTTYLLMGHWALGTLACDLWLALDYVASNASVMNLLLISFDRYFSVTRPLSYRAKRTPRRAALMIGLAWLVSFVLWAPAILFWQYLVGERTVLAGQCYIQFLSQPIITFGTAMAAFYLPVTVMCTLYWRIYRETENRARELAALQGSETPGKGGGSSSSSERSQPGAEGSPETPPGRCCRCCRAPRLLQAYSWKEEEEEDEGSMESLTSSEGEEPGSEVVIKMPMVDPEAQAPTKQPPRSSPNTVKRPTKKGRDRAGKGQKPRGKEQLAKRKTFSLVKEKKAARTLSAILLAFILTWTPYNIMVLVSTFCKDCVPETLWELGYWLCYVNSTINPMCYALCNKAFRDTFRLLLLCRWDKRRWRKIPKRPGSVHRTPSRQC
CHO parental Ca: counter-screen for OX1R antagonists: effect in parental CHO cells; AID 463079; inhibition, % at 5.6 µM; hit rate 0.63% among 330,000; parental CHO-K1, ATP-induced calcium, Fluo-8 fluorescence;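 active = inhibition above that plate's mean sample inhibition plus 3 SD, cut at about 26% in these data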;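 also: 0% = ATP-challenged DMSO wells and 100% = DMSO wells without ATP; some compounds past the cut are filed as inactive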
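Material – parental CHO cells · Reagent – ATP stimulus · Compound – single nominal dose of 5.6 µM per compound · Detection – Fluo-8 fluorescence · Read-out basis – percent inhibition of calcium signal · Controls – ATP-challenged DMSO wells low, unchallenged DMSO wells high · Repeats – no replicates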
CHO-K1 Ca PAM: nonselective activator or artifact in parental CHO-K1 calcium assay; ATP EC20, Fluo-8 calcium fluorescence; 0% at ATP EC20, 100% at ATP max; activation, % at 3 µM; hit rate 0.02% among 360,000;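 active = activation above the run cutoff, the mean activation of all test compounds plus 3 SD, cut at about 40% in these data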;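 also: peak over basal fluorescence ratio in a 140 s read after ATP addition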
OXTR potentiate: potentiators of human oxytocin receptor; P30559; CHO-OTR cells, Fluo-8 calcium fluorescence, potentiator mode; 0% = oxytocin EC15, 100% = EC100; activation, % at 3 µM; hit rate 0.061% among 320,000; AID 2445;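 active = activation above that plate's cutoff, the mean activation of tested compounds plus 3 SD, cut at about 6.6% in these data, passing the limit was not always enough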;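 also: 100% uses oxytocin at 75 nM as the full agonist control; some results filed as inactive read as strong as hits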
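Material: CHO-OTR cells, human receptor; compound dosing: single dose, 3.0 µM nominal final compound concentration; schedule: 6 min compound pre-incubation at room temperature, 100 s kinetic read; measured by: kinetic Fluo-8 calcium fluorescence; read-out basis: % activation vs EC15 and EC100 oxytocin; controls: EC15 oxytocin alone as 0%, 75 nM oxytocin as 100%; replicates: singlicate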
M1 ag parental: nonselective activator or artifact in parental CHO-K1 cells. activation, % at 3 µM. Fluo-8 calcium fluorescence; scaled to maximal ATP response, vehicle zero. hit rate 0.48% among 360,000; in the data active = activation above about 15%;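 also: untransfected CHO-K1 host cells lacking M1 receptor as counterscreen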
Active calls of the source: *; nt = not tested or not shown.

SMILES | TAAR1 ag | CHO-K1 Ca antag | V1aR counter | TAAR1 antag | CHRM1 agonist | CHO parental Ca | CHO-K1 Ca PAM | OXTR potentiate | M1 ag parental
CCOc1ccc(C(C(=O)NC(C)(C)C)N(CCOC)C(=O)CCC(=O)Nc2nccs2)cc1 (configuration not stated) | 2 | -3 | -0.1 | -11 | 4 | -9 | 17 | -7 | 7.5
COc1ccc(C(=O)Nc2nc3ccccc3[nH]2)cc1S(=O)(=O)N1CCOCC1 | 9 | -6 | 0.3 | -3 | -4 | -20 | 14 | 0 | 2.7
COc1c(C)cccc1C(=O)Nc1cc(-c2nn3c(C)nnc3s2)ccc1C | 4 | 2 | -1.4 | 46 | -7 | -21 | -1 | -6 | 3.0
O=c1ccn(-c2cccc(C(F)(F)F)c2)nc1-c1ccn(-c2ccccc2)n1 | -2 | -20 | -1.2 | 13 | -3 | -34 | 23 | -13 | 1.7
CCc1cccc(C)c1NC(=O)Nc1c(Br)cnn1C | nt | -7 | 1.3 | nt | -5 | -19 | 24 | 0 | 0.1
O=C(NC1CCCCC1)C(c1cccnc1)N(C(=O)CCl)c1ccccc1Cl (configuration not stated) | 1 | -7 | 0.1 | 7 | -10 | -16 | 22 | 2 | 0.2
Cc1ccc(CNC(=O)[C@@H](NC(=O)Cc2ccccc2)C(C)C)cc1 | -2 | -11 | -1.1 | -4 | -6 | -9 | 7 | -19 | 0.1
COCCCNC(=S)N1CCN(Cc2ccc3c(c2)OCO3)CC1 | 6 | 5 | 1.1 | -27 | -2 | -2 | -9 | -14 | -0.1
CCCCn1c(N)c(N(CCC(C)C)C(=O)C2CCCC2)c(=O)[nH]c1=O | -2 | -10 | 0.0 | -10 | -1 | -14 | 5 | -4 | 0.2
CCOC(=O)[C@H]1[C@H]2COc3ccc(Cl)cc3[C@@H]2N2C(=O)c3ccccc3NC(=O)[C@@]12C | 9 | -11 | 0.3 | 0 | -7 | -12 | 7 | -9 | 0.9
O=C(N/N=C/C=C/c1ccccc1[N+](=O)[O-])c1cc(-c2ccccc2)n[nH]1 | 24 | -2 | 2.6 | 60* | -3 | -10 | 14 | -15 | 5.9
O=C(COC(=O)CNC(=O)c1ccccc1)NCCc1ccccc1 | 8 | -7 | -0.7 | -6 | -3 | -7 | 12 | 5 | 0.8
O=C(Nc1c2c(nn1-c1ccc(F)cc1)CSC2)c1ccc(S(=O)(=O)N2CCOCC2)cc1 | nt | -10 | -0.7 | nt | -7 | 11 | 20 | -8 | 1.9
CC(CCCN1CCCC1)Nc1ccnc2cc(Cl)ccc12 (configuration not stated) | 0 | -3 | nt | -2 | -9 | nt | -1 | nt | 2.1
Cc1ccc(-c2nc(N)sc2-c2ccc(C)cc2)cc1 | -2 | 5 | nt | -23 | -6 | nt | -11 | nt | -0.5
O=C(NCC1CCCO1)c1ccc(CS(=O)(=O)Cc2ccc(F)cc2)o1 (configuration not stated) | 1 | 9 | 0.8 | -7 | 0 | -11 | 0 | -4 | -0.2
Fc1ccc(-c2c[nH]c(=S)n2Cc2ccccc2)cc1 | 2 | -17 | 1.6 | -10 | -5 | -16 | 11 | -21 | 2.0
Cc1noc(C)c1CSCC(=O)OCC(=O)Nc1sccc1C#N | 4 | 15 | 4.9 | 9 | 0 | 3 | -9 | -7 | 1.3
Nc1nn(-c2ccccc2)c2ccc([N+](=O)[O-])cc12 | 3 | -12 | 0.8 | -13 | -6 | -4 | 2 | -1 | 2.1
COC(=O)C1=C(C)N(Cc2ccccc2)C(=O)N[C@H]1c1cccs1 | 7 | -21 | 0.8 | 13 | -3 | -18 | 19 | -5 | 0.7
C#Cc1ccc(C(=O)Nc2cc(C(N)=O)ccc2N2CCOCC2)cc1 | 2 | -4 | 0.1 | -7 | -5 | -13 | 12 | -4 | -0.1
Cc1nc(SCc2ccccc2)c2oc3ccccc3c2n1 | 1 | -7 | 0.4 | -51 | -4 | -34 | 6 | -6 | 1.2
FC(F)(F)c1ccc2c(c1)N1CCCC1CN2 (configuration not stated) | 1 | -11 | -1.1 | -35 | -3 | -20 | 10 | -11 | 1.3
COc1ccccc1OCC#CCn1ccnc1 | 1 | -9 | 0.0 | 16 | -5 | -6 | 4 | -7 | 0.0
Cc1nn(C)c(Oc2cccc(Cl)c2)c1C(=O)Nc1ccc(F)cc1F | -2 | -10 | -1.7 | -12 | -5 | -10 | 21 | -17 | -0.1

Looked up one by one from above:
SMILES | TAAR1 ag | CHO-K1 Ca antag | V1aR counter | TAAR1 antag | CHRM1 agonist | CHO parental Ca | CHO-K1 Ca PAM | OXTR potentiate | M1 ag parental
COC(=O)C1=C(C)N(Cc2ccccc2)C(=O)N[C@H]1c1cccs1 | 7 | -21 | 0.8 | 13 | -3 | -18 | 19 | -5 | 0.7
Nc1nn(-c2ccccc2)c2ccc([N+](=O)[O-])cc12 | 3 | -12 | 0.8 | -13 | -6 | -4 | 2 | -1 | 2.1

The listing continues:
SMILES | TAAR1 ag | CHO-K1 Ca antag | V1aR counter | TAAR1 antag | CHRM1 agonist | CHO parental Ca | CHO-K1 Ca PAM | OXTR potentiate | M1 ag parental
O=C(CSc1nc(=O)n2ccccc2n1)NCc1ccc2c(c1)OCO2 | 4 | -1 | 0.3 | -37 | -1 | 4 | 5 | -6 | 1.5
Cc1ccc(-n2nnnc2SCC(=O)NC2CCCc3ccccc32)c(C)c1 (configuration not stated) | 3 | 20 | -0.7 | 7 | -4 | -34 | -6 | -13 | 2.5
COC(=O)c1cnn(-c2ccccc2)c1-n1cccc1C=O | 7 | -2 | -1.0 | -15 | -1 | -4 | -9 | -6 | 0.1
COc1ccc(CN(C)C(=O)c2ccc(Oc3ccccc3)cc2)cc1F | 1 | -17 | 2.5 | 32 | -4 | -4 | 14 | -9 | 1.4
CCCCn1c(-c2ccsc2)nc2c1c(=O)[nH]c(=O)n2CCC | 0 | -2 | -0.4 | -4 | -3 | -10 | 10 | -10 | 0.3
CCOc1ccc(S(=O)(=O)Nc2cc(OC)ccc2OC)cc1 | 6 | -5 | 2.6 | -14 | -6 | 8 | 6 | 1 | 3.5
Cc1c(Cl)cccc1NC(=O)Cn1cc(C(F)(F)F)cc(Cl)c1=O | 4 | 5 | 0.5 | -4 | -7 | 6 | 5 | -10 | 1.0
COc1ccc(OC)c(-c2nn(-c3ccccc3)cc2C(=O)NCC(c2cccs2)N2CCOCC2)c1 (configuration not stated) | -1 | -12 | 0.4 | -17 | -5 | -21 | 16 | 5 | 0.7
O=C(Nc1ccccc1-c1nnc(SCc2ccc(Cl)cc2)o1)c1ccccc1 | 2 | -10 | 0.6 | 25 | -5 | -10 | 12 | -6 | 0.4
Cc1cc2ncn(S(=O)(=O)c3ccc(S(N)(=O)=O)cc3)c2cc1C | 0 | -16 | nt | 4 | -2 | nt | 23 | nt | 0.5
CCOC(=O)[C@]12CCCC=C1N(Cc1ccco1)C(=O)[C@H](CC(=O)N1CCN(C(=O)c3ccco3)CC1)C2 | 0 | -16 | nt | -33 | nt | nt | 17 | nt | 0.1
O=C(CN1C(=O)/C(=C/c2cccc(Br)c2)SC1=S)NC1=NCCS1 | 7 | -10 | 0.6 | 3 | -5 | -11 | 25 | -5 | 0.8
C[C@@H]1CN([C@@H](C)CO)S(=O)(=O)c2ccc(Br)cc2O[C@H]1CN(C)C(=O)Nc1ccc2c(c1)OCO2 | 5 | 0 | nt | -5 | -6 | nt | 12 | nt | 2.0
CCOc1ccc(N(CC(=O)NCc2ccccc2)S(=O)(=O)c2c(C)noc2C)cc1 | -2 | -2 | -0.8 | 6 | -4 | -16 | 7 | -4 | 0.1
O=C(c1cc(Br)c(Br)s1)N1CCc2ccccc2C1 | 8 | -17 | 0.2 | 1 | -6 | -26 | 21 | -3 | 0.2
COc1ccc(CCC(C)NCc2cccc(Br)c2)cc1 (configuration not stated) | 5 | -4 | 7.0 | 3 | -5 | -12 | 16 | -14 | 5.1
CC1CCCN(C(=O)COC(=O)C2=COCCO2)C1 (configuration not stated) | 2 | -5 | 1.5 | -15 | -1 | -5 | -1 | 3 | -0.2
CCCC(=O)N1CCC1(C)C(=O)Nc1ccc2nccnc2c1 (configuration not stated) | 2 | -3 | nt | 6 | 9 | nt | 17 | nt | 0.4
O=C(NCCCN1CCOCC1)c1cc(S(=O)(=O)N2CCN(c3ccccc3)CC2)ccc1Cl | -1 | -4 | -0.3 | -7 | -5 | -22 | -1 | -9 | 2.0
COc1cc(/C=N/NC(=O)C[n+]2ccccc2)cc(OC)c1OC | 0 | -11 | 1.7 | -2 | -7 | -9 | 14 | 0 | 0.4
CCC(CC)C(=O)NCCc1cc2ccc(C)cc2[nH]c1=O | 1 | -3 | -0.2 | -8 | -1 | -9 | 10 | -9 | 1.2
CCC(=O)Nc1c2c(nc3c1CCC3)CCCC2 | 6 | -2 | 0.2 | -12 | -6 | -6 | 31 | -13 | 1.1
O=C1c2ccccc2C(c2nnnn2Cc2ccccc2)N1Cc1ccc(F)cc1 (configuration not stated) | 1 | -3 | nt | -15 | nt | nt | 0 | nt | 2.2
COC(=O)[C@@]12CCCCN1[C@H](c1ccc(-c3ccc(F)cc3)c(OC)c1)[C@H]1C(=O)N(C)C(=O)[C@H]12 | 12 | -15 | 2.3 | 1 | -2 | -34 | 17 | -5 | 0.2
COc1ccc(C2C(C(=O)Nc3ccc4c(c3)OCCO4)c3ccccc3C(=O)N2C)cc1 (configuration not stated) | 3 | 12 | 1.3 | 5 | 0 | -15 | -8 | -5 | -0.2
O=C(O)CCC(=O)N1CCN(c2nc(-c3ccccc3)c3ccccc3n2)CC1 | 6 | -8 | 0.9 | 0 | -10 | -7 | 12 | -3 | 1.5
CCOC(=O)N1CCN(c2cc(=O)n(-c3cccc(C)c3)c(=O)[nH]2)CC1 | 8 | 7 | 0.0 | 4 | 2 | -3 | -4 | -11 | -0.4
CC(C)NC(=O)C1(C)CCCN1Cc1ccccc1 (configuration not stated) | 0 | 4 | nt | -12 | -5 | nt | 0 | nt | 0.4

By substructure: the entries above with a CF3 group.
SMILES | TAAR1 ag | CHO-K1 Ca antag | V1aR counter | TAAR1 antag | CHRM1 agonist | CHO parental Ca | CHO-K1 Ca PAM | OXTR potentiate | M1 ag parental
O=c1ccn(-c2cccc(C(F)(F)F)c2)nc1-c1ccn(-c2ccccc2)n1 | -2 | -20 | -1.2 | 13 | -3 | -34 | 23 | -13 | 1.7
FC(F)(F)c1ccc2c(c1)N1CCCC1CN2 (configuration not stated) | 1 | -11 | -1.1 | -35 | -3 | -20 | 10 | -11 | 1.3
Cc1c(Cl)cccc1NC(=O)Cn1cc(C(F)(F)F)cc(Cl)c1=O | 4 | 5 | 0.5 | -4 | -7 | 6 | 5 | -10 | 1.0
